Screening results deposited in PubChem BioAssay by several laboratories.
Rpn11 block: Rpn11 (human) deubiquitinase inhibition. calls only at 20 µM. AID 588493. 0.59% of 360,000 active. human 26S proteasome, Ub4-pepOG fluorescence polarization; 20S core pre-blocked with epoxomicin. O00487;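 active = inhibition at 20 µM, scaled to each plate's controls, above about 33%, limit read from the data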
MLLE-PAM2 inh: blocks PAM2 peptide binding to the PABP1 MLLE domain | P11940 | GST-MLLE / FITC-PAM2 fluorescence polarization | inhibition, % at 20 µM | 0.36% of 360,000 active; in the data active = inhibition above about 35%, passing the limit was not always enough;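 note: plate controls were DMSO wells with GST-MLLE for no effect and wells lacking GST-MLLE protein for full effect; some results filed as inactive read as strong as hits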
Target sequence (P11940 whole entry, looked up, the tested form may be a part): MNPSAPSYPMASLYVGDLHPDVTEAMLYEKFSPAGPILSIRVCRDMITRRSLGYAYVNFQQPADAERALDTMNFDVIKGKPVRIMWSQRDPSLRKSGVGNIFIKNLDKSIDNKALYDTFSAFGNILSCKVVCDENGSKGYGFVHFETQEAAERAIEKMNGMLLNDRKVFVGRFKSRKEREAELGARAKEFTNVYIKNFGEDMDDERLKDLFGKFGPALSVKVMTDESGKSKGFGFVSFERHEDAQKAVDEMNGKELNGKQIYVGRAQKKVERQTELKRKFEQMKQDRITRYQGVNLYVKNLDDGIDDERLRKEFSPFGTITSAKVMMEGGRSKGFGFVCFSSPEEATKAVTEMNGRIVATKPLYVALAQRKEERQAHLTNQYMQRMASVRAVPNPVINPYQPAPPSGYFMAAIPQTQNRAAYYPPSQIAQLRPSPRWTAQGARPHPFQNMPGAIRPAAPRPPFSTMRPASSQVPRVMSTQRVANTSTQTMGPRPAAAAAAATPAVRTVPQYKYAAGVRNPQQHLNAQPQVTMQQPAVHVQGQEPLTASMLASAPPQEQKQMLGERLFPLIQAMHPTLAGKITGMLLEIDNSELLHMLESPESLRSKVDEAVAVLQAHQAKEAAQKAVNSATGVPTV
FAS TE block: FAS thioesterase (human) inhibition | P49327 | recombinant FAS-TE, OMFH fluorogenic substrate, fluorescence endpoint | inhibition, % at 15 µM | AID 602261 | 0.67% of 360,000 active;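 active = compounds whose normalised, plate-corrected inhibition of enzyme fluorescence in the single-dose primary screen is 50% or more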;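 note: 0% = DMSO with enzyme and 100% = substrate without enzyme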
MT1-MMP act inh: blocks activation of human MT1-MMP | 0.061% of 360,000 active | GFP/RFP ratio change, % at 20 µM | P50281 | HT1080 RFP-PRO-GFP cells, GFP/RFP ratio fluorescence, overnight; percent of plate control window, DMSO zero;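 active = GFP/RFP ratio change of at least 30% with cell ATP level not reduced by more than half and red fluorescence within 50% of control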; note: strong numbers were not always called active
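Assay system – RFP-PRO-GFP reporter HT1080 cells · Compound dosing – single dose of 20 µM compound, 1% DMSO final · Incubation – overnight compound exposure at 37 °C · Measure – GFP/RFP fluorescence ratio · Benchmarks – DMSO wells and RFP-L50D-GFP cells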
NadD inh: blocks S. aureus nicotinate mononucleotide adenylyltransferase. purified NadD enzyme, colorimetric absorbance read-out. inhibition, % at 20 µM. 0.78% of 360,000 active; in the data active = inhibition above about 26%; note: some compounds past the cut are filed as inactive
SKN-1 inh: blocks SKN-1 activity in C. elegans. C. elegans VP596 Pgst-4::GFP/RFP ratio, acrylamide-induced, 24 h. inhibition, % at 21.8 µM. 0.49% of 360,000 active;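 active = interference check ratio from 0.5 to 1.5 plus GFP to RFP signal ratio inhibition reaching or exceeding a fixed threshold, cut at about 30% in these data, passing the limit was not always enough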; note: some compounds called inactive have numbers as strong as hits
Rin1 Abl inh: blocks binding of human Rin1 to Abl; inhibition, % at 7.35 µM; TR-FRET Rin1/Abl binding, biochemical; P00519+Q13671; 0.4% of 360,000 active; in the data active = inhibition above about 5%, passing the limit was not always enough
CSN deneddyl inh: blocks human CSN-mediated cullin deneddylation; AID 651999; 0.38% of 360,000 active; Q92905; Purified CSN, SCF-Nedd8-OG deneddylation, fluorescence polarization; inhibition, % at 12.5 µM;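 active = pattern-corrected inhibition above about 35%, with an unprinted fluorescence ratio check between 0.5 and 1.5, limit read from the data, passing the limit was not always enough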;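 note: 0% = enzyme with substrate and 100% = substrate without enzyme; some results filed as inactive read as strong as hits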
Target sequence (Q92905 whole entry, looked up, one chain of several): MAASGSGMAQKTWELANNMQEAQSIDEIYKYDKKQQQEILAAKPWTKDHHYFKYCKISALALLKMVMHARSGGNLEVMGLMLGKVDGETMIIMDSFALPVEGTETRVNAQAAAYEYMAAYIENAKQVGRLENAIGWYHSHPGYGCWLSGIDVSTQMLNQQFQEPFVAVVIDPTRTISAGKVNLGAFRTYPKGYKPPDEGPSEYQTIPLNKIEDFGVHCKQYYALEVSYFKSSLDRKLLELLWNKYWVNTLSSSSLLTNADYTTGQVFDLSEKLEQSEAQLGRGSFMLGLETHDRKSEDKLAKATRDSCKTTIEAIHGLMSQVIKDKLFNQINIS
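Assay system: purified human Csn5 enzyme expressed in HEK293T cells; Input: 0.24 nM Csn5 enzyme, final concentration; Reagent: 10 nM SCFSkp2-Nedd8OG; Compound dosing: 12.5 µM single point; Times: reaction 90 min, room temperature; Technique: fluorescence polarization readout.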
Neddylation inh: blocks human cullin neddylation | TR-FRET cullin neddylation, biochemical | AID 651699 | 0.58% of 360,000 active | calls only at 25 µM; in the data active = inhibition above about 36%
Numbers without * were called inactive; i = inactive; . = no result given; + = active, no number. No enrichment for hits; 3.9% or so of the library scored in one or more.

[1] CC(C)C(=O)Nc1ccc(S(=O)(=O)Nc2ccccn2)cc1
[2] CN1CCn2cnc(C(=O)N[C@@H](Cc3ccccc3)C(=O)OC(C)(C)C)c2C1=O
[3] O=C(Nc1cccc(Cl)c1)N(Cc1nc2ccccc2c(=O)[nH]1)C1CCCC1
[4] COc1cc(C(=O)OCC(=O)N(CC(C)C)C2CCS(=O)(=O)C2)ccc1OCC(C)C (stereo not drawn)
[5] COc1ccc(C2C(C(=O)N3CCN(c4ccccc4F)CC3)c3ccccc3C(=O)N2C)cc1 (stereo not drawn)
[6] CCC(C)(C)n1nnnc1C(c1ccc(O)c(OC)c1)N1CCc2ccccc2C1 (stereo not drawn)
[7] Cc1cc(C)c(S(=O)(=O)N2CCCCC2CCNC(=O)C(=O)NCCN2CCOCC2)c(C)c1 (stereo not drawn)
[8] Cc1c(-c2ccc(F)cc2)[n+](=O)c(-c2ccc(F)cc2)c(C)n1[O-]

assay / compound	1	2	3	4	5	6	7	8
Rpn11 block	i	i	i	i	i	i	i	i
MLLE-PAM2 inh	-9	18	16	0	-7	39	-1	-7
FAS TE block	-5	-5	15	-5	-1	-2	-1	-27
MT1-MMP act inh	0	5	1	-1	-2	3	-1	-4
NadD inh	-2	12	3	2	3	1	2	4
SKN-1 inh	-3	-8	-11	9	3	5	1	12
Rin1 Abl inh	1	0	0	2	1	1	-2	-1
CSN deneddyl inh	1	1	0	2	-2	0	0	3
Neddylation inh	i	i	i	i	i	i	i	i

[9] CC(=O)c1sc(NC(=O)CN2C(=O)CCC2=O)nc1C
[10] COc1ccc(OC)c(-c2cc(C(=O)N3CCOCC3)no2)c1
[11] Cc1ccccc1NC(=O)c1cccc(S(=O)(=O)Nc2cccc(C(=O)O)c2)c1
[12] COc1ccc(NC(=O)N(C)C[C@@H]2Oc3ncc(Br)cc3C(=O)N([C@@H](C)CO)C[C@@H]2C)cc1
[13] CCOc1cc(C2NC(=O)NC(O)(C(F)(F)F)C2C(=O)c2ccc(Cl)cc2)ccc1O (stereo not drawn)
[14] CCc1ccc(OC)c(-c2csc(N)n2)c1
[15] COc1ccc(/C=N/NC(=O)c2ccncc2)cc1CN1CCCc2ccccc21
[16] COc1ccc(NC(=O)CNS(=O)(=O)c2ccc3nc(C)sc3c2)c(OC)c1

assay / compound	9	10	11	12	13	14	15	16
Rpn11 block	i	i	i	i	i	i	i	i
MLLE-PAM2 inh	4	0	-5	13	-8	-2	-4	-2
FAS TE block	-7	-2	-7	-8	-6	-5	10	-5
MT1-MMP act inh	0	-1	0	2	4	1	-3	0
NadD inh	5	-8	-4	-3	3	0	-5	2
SKN-1 inh	-6	-1	6	-13	-8	1	-1	12
Rin1 Abl inh	-4	-2	3	0	-2	-2	-2	1
CSN deneddyl inh	-4	0	1	-1	4	-3	2	2
Neddylation inh	i	i	i	i	i	i	i	i

[17] NNC(=O)c1cnn(-c2ccccc2)c1-n1cccc1
[18] COc1cc(S(=O)(=O)Nc2ccc(C)cc2)ccc1NC(=O)c1ccncc1
[19] CCOC(=O)N1CCN(C(=O)c2ccc(N3CC4CC(C3)c3cccc(=O)n3C4)c(NC(=O)c3ccc(F)cc3)c2)CC1 (stereo not drawn)
[20] Cc1ccc(NC(=O)/C(C#N)=N/Nc2ccc(C(=O)O)cc2)c(C)c1
[21] Cc1ccc(S(=O)(=O)N2CCN(C(=O)c3ccc(-n4cncn4)c([N+](=O)[O-])c3)CC2)c(C)c1
[22] COc1ccc(NC(=O)Nc2cccc3c2O[C@H](CN(C)C(=O)Nc2ccc(C(F)(F)F)cc2)[C@@H](C)CN([C@H](C)CO)C3=O)cc1
[23] O=C(N/N=C\c1ccc([N+](=O)[O-])s1)c1cncc(Br)c1
[24] CC(C)CCNC(=O)c1cn(CC(C)C)c(=O)c2c1c1ccccc1n2C

assay / compound	17	18	19	20	21	22	23	24
Rpn11 block	i	i	i	i	i	i	i	i
MLLE-PAM2 inh	-1	1	11	-6	15	1	-9	4
FAS TE block	-7	-6	-8	2	-5	52*	-3	-4
MT1-MMP act inh	1	2	-4	-4	-4	3	-10	0
NadD inh	-3	-1	-1	-4	1	-8	1	-10
SKN-1 inh	8	12	6	-7	6	7	-4	12
Rin1 Abl inh	-4	0	3	-1	0	6	1	0
CSN deneddyl inh	-10	-3	-2	0	-1	-2	-4	-2
Neddylation inh	i	i	i	i	i	i	i	i

[25] N#CCC(=O)N/N=C/c1coc2ccccc2c1=O
[26] O=c1c2c(-c3cccs3)csc2ncn1-c1ccc(Br)cc1
[27] CCc1ccc([C@@H]2CC=C(C(=O)O)[C@H](c3cccc(Cl)c3)N2S(=O)(=O)c2ccc(C)cc2)cc1
[28] CCn1c(SCC(=O)NCCc2ccccc2)nc2sc3c(c2c1=O)CCN(C)C3
[29] Cn1ncc([N+](=O)[O-])c1C(=O)Nc1ccn(Cc2ccccc2F)n1
[30] COc1ccc(Cl)cc1Cn1c(C)c(C(=O)NCc2ccc3c(c2)OCCO3)sc1=O
[31] Cc1ccc(C)c(S(=O)(=O)N/N=C/c2ccc(N3CCOCC3)cc2)c1
[32] CC(=O)c1ccc(OCC(O)Cn2nnc3ccccc32)cc1 (stereo not drawn)

assay / compound	25	26	27	28	29	30	31	32
Rpn11 block	i	i	i	i	i	i	i	i
MLLE-PAM2 inh	-10	-2	-8	3	-7	-3	-26	5
FAS TE block	-2	17	12	0	0	20	4	-5
MT1-MMP act inh	-7	-10	-1	-12	-4	7	-4	11
NadD inh	13	-2	9	0	-4	4	-6	3
SKN-1 inh	-17	0	-3	11	6	-4	7	-17
Rin1 Abl inh	-3	-5	-1	4	-4	1	2	2
CSN deneddyl inh	2	-2	2	5	-2	2	3	-3
Neddylation inh	i	i	i	i	i	i	i	i

Exported tab-delimited: part of the list above.
entry	Structure	Rpn11 block	MLLE-PAM2 inh	FAS TE block	MT1-MMP act inh	NadD inh	SKN-1 inh	Rin1 Abl inh	CSN deneddyl inh	Neddylation inh
11	Cc1ccccc1NC(=O)c1cccc(S(=O)(=O)Nc2cccc(C(=O)O)c2)c1	i	-5	-7	0	-4	6	3	1	i
12	COc1ccc(NC(=O)N(C)C[C@@H]2Oc3ncc(Br)cc3C(=O)N([C@@H](C)CO)C[C@@H]2C)cc1	i	13	-8	2	-3	-13	0	-1	i

Compound profiles, from the list above. Order of screens: Rpn11 block	MLLE-PAM2 inh	FAS TE block	MT1-MMP act inh	NadD inh	SKN-1 inh	Rin1 Abl inh	CSN deneddyl inh	Neddylation inh
CC(=O)c1ccc(OCC(O)Cn2nnc3ccccc32)cc1 (stereo not drawn) is listed as i	5	-5	11	3	-17	2	-3	i
Cc1ccc(C)c(S(=O)(=O)N/N=C/c2ccc(N3CCOCC3)cc2)c1 is listed as i	-26	4	-4	-6	7	2	3	i
COc1ccc(Cl)cc1Cn1c(C)c(C(=O)NCc2ccc3c(c2)OCCO3)sc1=O is listed as i	-3	20	7	4	-4	1	2	i
N#CCC(=O)N/N=C/c1coc2ccccc2c1=O is listed as i	-10	-2	-7	13	-17	-3	2	i
CCn1c(SCC(=O)NCCc2ccccc2)nc2sc3c(c2c1=O)CCN(C)C3 is listed as i	3	0	-12	0	11	4	5	i

Further records follow:
[33] COc1ccc([N+](=O)[O-])cc1N(CC(=O)NCCC1=CCCCC1)S(C)(=O)=O
[34] O=C(Oc1ccc[nH]c1=O)c1ccc(F)cc1
[35] CCOC(=O)C(Cc1ccccc1)(NC(C)=O)C(=O)OCC
[36] CC/C=C/C(=O)N1CC2(CC(c3cccc(NC(=O)CC(c4ccccc4)c4ccccc4)c3)=NO2)C[C@@H]1C(N)=O (stereo partly drawn)
[37] CCN1/C(=C\c2ccc3cc(C)ccc3[n+]2CC)Sc2cc(C)c(C)cc21
[38] COc1cc(C2CC(=O)c3cnc(NC(=O)COc4ccccc4)nc3C2)cc(OC)c1OC (stereo not drawn)
[39] Cc1cccc(CSc2nc3sc(C)c(C)c3c(=O)n2Cc2ccco2)c1
[40] CN(C)c1ccc(C(=O)N/N=C/c2cc(Br)cc(Br)c2O)cc1

assay / compound	33	34	35	36	37	38	39	40
Rpn11 block	i	i	i	i	+	i	i	i
MLLE-PAM2 inh	-20	-3	1	-3	-188	0	1	-7
FAS TE block	33	-9	-11	2	-34	-4	12	14
MT1-MMP act inh	-2	4	6	4	-17	-3	-1	-2
NadD inh	-5	-4	-5	-9	22	4	2	32*
SKN-1 inh	-13	15	9	5	65	24	2	7
Rin1 Abl inh	0	0	0	7	-8	-1	-2	-5
CSN deneddyl inh	-3	2	-2	2	66*	6	1	9
Neddylation inh	i	i	i	i	i	i	i	i

[41] CC(=O)c1cccc(NC(=O)C=C(C)C)c1
[42] CCCOC(=O)c1c(N)sc(C(=O)OCC)c1C
[43] O=C1S/C(=C/c2ccccc2F)C(=O)N1CCN=C1NS(=O)(=O)c2ccccc21
[44] CC(=O)Oc1c(Cl)cc(Cl)cc1/C=C/c1ccc2ccccc2n1
[45] C[C@@H]1COC(=O)[C@H](NC(=O)OCC2c3ccccc3-c3ccccc32)C/C=C\C[C@@H](CC(=O)N[C@@H](CO)Cc2ccccc2)C(=O)N1
[46] Cc1ccnc(NC(=O)c2cnc(Cl)c(Cl)c2)c1
[47] CC(C)(C)c1ccc(OCc2ccc(C(=O)N3CCOCC3)o2)cc1
[48] CN(C)C(=S)Nc1ccc(N2CCOCC2)cc1

assay / compound	41	42	43	44	45	46	47	48
Rpn11 block	i	i	i	i	i	i	i	i
MLLE-PAM2 inh	4	-1	8	1	11	-22	6	-63
FAS TE block	-3	12	8	31	-3	-2	12	-7
MT1-MMP act inh	1	.	0	-265	5	4	6	3
NadD inh	-2	-1	0	0	1	3	1	-1
SKN-1 inh	6	5	6	12	2	-5	-6	-10
Rin1 Abl inh	1	1	-1	-3	5	2	7	-3
CSN deneddyl inh	-4	2	3	3	2	-1	5	-1
Neddylation inh	i	i	i	i	i	i	i	i

[49] O=C(O)c1cc(=S)nc[nH]1
[50] Cc1ccc(SCc2c(C(=O)N/N=C/c3ccncc3)nnn2-c2nonc2N)cc1
[51] COc1ccc(Cl)cc1C(=O)C1CCCN(Cc2cnc(N3CCOCC3)s2)C1 (stereo not drawn)
[52] CN(CC(=O)Nc1ccc(F)c(F)c1F)C(=O)CCCc1nc2ccccc2c(=O)[nH]1

assay / compound	49	50	51	52
Rpn11 block	i	i	i	i
MLLE-PAM2 inh	38	-5	11	-15
FAS TE block	-9	3	3	-7
MT1-MMP act inh	-8	4	3	-4
NadD inh	1	9	4	-2
SKN-1 inh	4	6	-5	25
Rin1 Abl inh	2	1	7	1
CSN deneddyl inh	-3	2	-12	-3
Neddylation inh	i	i	i	i
